Source: PubChem
L3MBTL1 inh: qHTS Assay for the Inhibitors of L3MBTL1; AID 485360, 2010; Potency, µM (highest dose often 57.1 µM), inactives show at the top dose activity, negative = inhibition, actives largely listed as inhibitors; 230,000 tested, 0.66% active; AlphaScreen L3MBTL1–H3K9me1 peptide binding; Lethal(3)malignant brain tumor-like protein 1 (Homo sapiens), Q9Y468; note: % is set by controls: 0 for no effect and ±100 for the full control effect; nearly all actives have a fitted effect of over 60% in size
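AlphaScreen proximity signal between nickel-chelate acceptor and streptavidin donor beads (final 10 ug/mL) reports binding of 50 nM L3MBTL1 to 75 nM biotin-H3 K9me1 peptide; complex incubated with compounds 30 min at room temperature; cefsulodin titration as control.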
TR SRC2 fluor cs: Total Fluorescence Counterscreen for Inhibitors of the Interaction of Thyroid Hormone Receptor and Steroid Receptor Coregulator 2. 280,000 tested, 0.29% active. AID 1479, 2009. Potency, µM (highest dose often 106 µM), inactives show top-dose fluorescence change, negative = quenching. TRb/SRC2 Texas Red total fluorescence interference; active = well fitted curve in either direction with a large enough effect; inconclusive = small, poorly fitted or top-dose-only effect; note: % is set by controls: 0 for no effect and ±100 for the full control effect
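Human TRβ ligand-binding domain (0.6 uM) and Texas Red SRC2 peptide (20 nM) in Tris buffer with 1 uM T3 and 5% DMSO were incubated with pinned compound for 5 hr at ambient temperature. Total fluorescence was computed as S + 2P (555/632 nm).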
TRb SRC2 PPI: qHTS for Inhibitors of the Interaction of Thyroid Hormone Receptor and Steroid Receptor Coregulator 2; 280,000 tested, 0.065% active; Potency, µM (doses to about 106 µM), for the others: at the top dose activity change, negative = inhibition, hits mostly inhibitors; Thyroid hormone receptor beta (Homo sapiens), P10828; TRbeta-SRC2 peptide binding, fluorescence polarization; receptor liganded with 1 µM T3;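 note: plate controls were bound peptide for no effect and peptide without receptor for full effect; nearly all actives have a fitted effect of over 50% in size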
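Human TRb ligand-binding domain (0.6 uM) is mixed with 20 nM Texas Red SRC2 peptide and 1 uM T3; after compound addition and 5 hr at ambient temperature, polarization is measured and normalized to unbound and bound controls.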
HTT ATP protect: qHTS Multiplex Assay to Identify Dual Action Probes in a Cell Model of Huntington: Cytoprotection (ATP); AID 1471, 2008; Potency, µM (highest dose often 56.4 µM), inactives show cytoprotection (ATP increase), hits mostly activators; 230,000 tested, 0.14% active; PC12 HTT-Q103 induced, cytoprotection, ATP luminescence, 40 h;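 note: % of control where 0% means no effect; nearly all actives have a fitted effect of over 45% in size; toxic huntingtin expression switched on by the ecdysone agonist tebufenozide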
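Huntington model: PC12 line, ecdysone-inducible HTTQ103 exon1–GFP, tebufenozide 100 nM. Test articles in a dose series. Endpoint luminescence from cellular ATP.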
RECQ1 helicase: qHTS Assay for Inhibitors of RecQ-Like Dna Helicase 1 (RECQ1) | ATP-dependent DNA helicase Q1 (Homo sapiens), P46063 | RECQ1 DNA unwinding, red fluorescence kinetic read | Potency, µM (doses to about 57.3 µM), without a hit: top-dose activity, negative = inhibition, most hits filed as inhibitors | 240,000 tested, 0.54% active;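 note: plate controls were vehicle for no effect and no enzyme for full effect; nearly all actives have a fitted effect of over 30% in size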
Target sequence (P46063 whole entry, looked up): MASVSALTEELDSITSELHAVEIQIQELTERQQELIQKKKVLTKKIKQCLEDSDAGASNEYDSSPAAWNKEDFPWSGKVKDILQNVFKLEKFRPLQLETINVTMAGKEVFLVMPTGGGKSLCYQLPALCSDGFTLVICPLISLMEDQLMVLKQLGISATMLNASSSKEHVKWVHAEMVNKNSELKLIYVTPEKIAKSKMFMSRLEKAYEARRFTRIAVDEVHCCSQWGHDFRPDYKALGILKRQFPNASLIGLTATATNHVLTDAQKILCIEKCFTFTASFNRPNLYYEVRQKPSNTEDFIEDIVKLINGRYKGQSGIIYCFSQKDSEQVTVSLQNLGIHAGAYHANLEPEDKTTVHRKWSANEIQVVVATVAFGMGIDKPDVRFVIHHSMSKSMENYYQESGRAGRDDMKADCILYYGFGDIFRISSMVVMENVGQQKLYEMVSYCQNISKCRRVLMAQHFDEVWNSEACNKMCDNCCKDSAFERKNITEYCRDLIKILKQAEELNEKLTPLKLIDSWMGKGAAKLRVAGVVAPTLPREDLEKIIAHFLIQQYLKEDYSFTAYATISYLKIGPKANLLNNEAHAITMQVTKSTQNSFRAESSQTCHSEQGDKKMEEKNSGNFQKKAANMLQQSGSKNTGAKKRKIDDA
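50 nM RECQ1T1 preincubated 15 min with compound in Tris pH 8.0 buffer with MgCl2, DTT, Tween-20 and 2.5 ug/ml poly(dI-dC); started with 200 nM TAMRA/BHQ-2 forked duplex and 2 mM ATP. Unwinding read as fluorescence (525/598 nm), two reads 2 h apart.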
Tau fluor counter: Counterscreen qHTS for Inhibitors of Tau Fibril Formation, Fluorescence Polarization; 280,000 tested, 0.93% active; Potency, µM (top dose mostly 57.7 µM), inactives show at the highest dose activity change, negative = decrease; tau K18 P301L Alexa594 fluorescence, heparin fibrillization; note: % is set by controls: 0 for no effect and ±100 for the full control effect; nearly all actives have a fitted effect of over 55% in size
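Human K18 P301L tau (15 uM unlabeled plus 0.24 uM Alexa 594-labeled, final) in 100 mM sodium acetate pH 7 was mixed with compound and 20 uM heparin and incubated 6 hr at 37 C.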
Tau FP inhib: qHTS for Inhibitors of Tau Fibril Formation, Fluorescence Polarization; Potency, µM (top dose mostly 57.7 µM), without a hit: at the highest dose activity, negative = inhibition, actives largely listed as inhibitors; K18 P301L tau heparin fibrillization, Alexa594 FP, 6 h; Microtubule-associated protein tau (Homo sapiens), P10636; 280,000 tested, 0.39% active; note: % is set by controls: 0 for no effect and ±100 for the full control effect; nearly all actives have a fitted effect of over 55% in size
Target sequence (P10636 561-689 P618L limits assumed): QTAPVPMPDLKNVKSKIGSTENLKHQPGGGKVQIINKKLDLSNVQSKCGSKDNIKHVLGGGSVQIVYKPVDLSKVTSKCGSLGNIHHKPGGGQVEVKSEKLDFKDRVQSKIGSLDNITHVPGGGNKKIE
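Human K18 P301L fragment (15 uM unlabeled plus 0.24 uM Alexa 594-labeled) in 100 mM sodium acetate pH 7 with compound, aggregation induced by 20 uM heparin for 6 hr at 37 C. ThT (30 uM) added for 1 hr, then Alexa 594 FP read.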
Tau ThT inhib: qHTS for Inhibitors of Tau Fibril Formation, Thioflavin T Binding. Microtubule-associated protein tau (Homo sapiens), P10636. recombinant tau K18 P301L, heparin-induced fibrillization, ThT fluorescence. Potency, µM (highest dose often 57.4 µM), without a hit: at the top dose activity, negative = inhibition, most hits filed as inhibitors. 270,000 tested, 2.1% active. AID 1460, 2008; note: % is set by controls: 0 for no effect and ±100 for the full control effect; nearly all actives have a fitted effect of over 55% in size
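ThT emission at 510 nm, taken 1 hr after adding 30 uM dye, quantifies aggregates formed when 20 uM heparin acts on human tau K18 P301L for 6 hr at 37 C.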
Starred values were filed as active, the others as inactive; [ ] = remark or other dose. Unless noted, calls come from the whole dose curve; as a rule, active = well fitted curve in the direction sought with a large enough effect; inconclusive = small, poorly fitted or top-dose-only effect, or another doubt; inactive = no such curve, though single readings can be large; an effect the other way counts as inactive or inconclusive. Potency is the fitted concentration of half-maximal effect. Some of the compounds tested. The share of hits here may be higher or lower than overall.

`CCOc1ccc(-n2c(-c3ccc(OC)cc3)c[n+]3c2CCCCC3)cc1` gave L3MBTL1 inh 13%, TR SRC2 fluor cs -21%, TRb SRC2 PPI 3%, HTT ATP protect 37%[1.9 µM], RECQ1 helicase -8%, Tau fluor counter 0%, Tau FP inhib -3% and Tau ThT inhib -5%.
Screening CC1Cn2c(nc(=O)c3c2NCN(CCc2ccccc2)C3)S1 (configuration not stated) returned TR SRC2 fluor cs -2%, TRb SRC2 PPI 7%, HTT ATP protect -19%, RECQ1 helicase 1%, Tau fluor counter -5%, Tau FP inhib -1% and Tau ThT inhib 4%.
Screening CCc1ccc(NC(=O)Cn2c(=O)n(CCC(=O)NCCc3ccc(OC)c(OC)c3)c(=O)c3ccccc32)cc1 returned TR SRC2 fluor cs -14%, TRb SRC2 PPI 9%, Tau fluor counter -8%, Tau FP inhib inconclusive and Tau ThT inhib -3%.
`Cn1c(SC/C=C/c2ccccc2)nnc1-c1cnccn1` gave L3MBTL1 inh 3%, TR SRC2 fluor cs -9%, TRb SRC2 PPI -1%, HTT ATP protect -8%, RECQ1 helicase 6%, Tau fluor counter -5%, Tau FP inhib 3% and Tau ThT inhib inconclusive.
Screening Nn1c(Nc2ccccc2)nc2ccccc2c1=O returned L3MBTL1 inh -1%, TR SRC2 fluor cs -1%, TRb SRC2 PPI -16%, HTT ATP protect -6%, RECQ1 helicase -10%, Tau fluor counter 5%, Tau FP inhib 1% and Tau ThT inhib 3%.
`O=C1CCN(c2ccc([N+](=O)[O-])cc2F)CC1` gave L3MBTL1 inh 1%, TR SRC2 fluor cs -3%, TRb SRC2 PPI -4%, HTT ATP protect 3%[10 µM], RECQ1 helicase inactive, Tau fluor counter -3%, Tau FP inhib 7% and Tau ThT inhib -17%.
`CC(C)Cn1c(O)c2ccc(C(=O)N=NC(=O)c3cccnc3)cc2c1O` gave L3MBTL1 inh -16%, TR SRC2 fluor cs -1%, TRb SRC2 PPI 5%, HTT ATP protect 14%[10 µM], RECQ1 helicase -5%, Tau fluor counter -4%, Tau FP inhib 3% and Tau ThT inhib -3%.
For CCN(CC)CC(C(=O)N(CC)CC)P(=O)(c1ccccc1)c1ccccc1 (configuration not stated) the results were TR SRC2 fluor cs -6%, TRb SRC2 PPI -13%, HTT ATP protect 33%, RECQ1 helicase -3%, Tau fluor counter -9%, Tau FP inhib -1% and Tau ThT inhib -4%.
`CN1CN(C)c2cccc3cccc1c23` gave L3MBTL1 inh -21%, TR SRC2 fluor cs -5%, TRb SRC2 PPI -2%, HTT ATP protect 5%[10 µM], RECQ1 helicase -6%, Tau fluor counter -11%, Tau FP inhib 7% and Tau ThT inhib inconclusive.
For Cc1cc(NC(=O)CSc2ncnc3sc4c(c23)CCC(C)C4)no1 (configuration not stated) the results were TR SRC2 fluor cs 1%, TRb SRC2 PPI 5%, HTT ATP protect 18%, RECQ1 helicase 14%, Tau fluor counter -4%, Tau FP inhib 2% and Tau ThT inhib -10%.
Screening Oc1ccc2[nH]cnc2c1CN1CCCCC1 returned L3MBTL1 inh -4%, TR SRC2 fluor cs -9%, TRb SRC2 PPI 0%, HTT ATP protect 13%[0.074 µM], RECQ1 helicase -13%, Tau fluor counter 2%, Tau FP inhib -1% and Tau ThT inhib 4%.
For O=C(Cn1c2[n+](c3ccccc31)CC(O)CS2)c1ccccc1 (configuration not stated) the results were L3MBTL1 inh -2%, TR SRC2 fluor cs -5%, TRb SRC2 PPI -1%, HTT ATP protect 9%[10 µM], RECQ1 helicase -4%, Tau fluor counter -12%, Tau FP inhib 3% and Tau ThT inhib -9%.
Screening CCCCc1nc2sc3c(c2c(=O)[nH]1)CCC3 returned L3MBTL1 inh -6%, TR SRC2 fluor cs -3%, TRb SRC2 PPI -3%, HTT ATP protect -1%, RECQ1 helicase 3%, Tau fluor counter -3%, Tau FP inhib 2% and Tau ThT inhib 0%.
CC(C)C(=O)Nc1nnc(SCC(=O)NCc2ccc3c(c2)OCO3)s1 was read as TR SRC2 fluor cs -1%, TRb SRC2 PPI 5%, HTT ATP protect -24%, RECQ1 helicase -4%, Tau fluor counter -3%, Tau FP inhib -1% and Tau ThT inhib -5%.
For CCc1ccc(S(=O)(=O)c2nnn3c2nc(N2CCC(C)CC2)c2cc(Cl)ccc23)cc1 the results were TR SRC2 fluor cs 4%, TRb SRC2 PPI -7%, Tau fluor counter -16%, Tau FP inhib -8% and Tau ThT inhib -10%.
For COCCN(C(=O)C(C)C)c1nnc(-c2ccc(C(C)(C)C)cc2)s1 the results were L3MBTL1 inh 10%, TR SRC2 fluor cs -1%, TRb SRC2 PPI 9%, HTT ATP protect -8%[10 µM], RECQ1 helicase 4%, Tau fluor counter -9%, Tau FP inhib 3% and Tau ThT inhib -15%.
`Cc1ccc(OCC(=O)NCCc2nc3ccccc3[nH]2)c(C)c1` gave TR SRC2 fluor cs 1%, TRb SRC2 PPI -1%, HTT ATP protect -11%, RECQ1 helicase -1%, Tau fluor counter -12%, Tau FP inhib -5% and Tau ThT inhib -11%.
Screening CCOC(=O)CN(C(=O)CSc1nnc(CNc2ccc(F)cc2)o1)c1ccccc1 returned L3MBTL1 inh -2%, TR SRC2 fluor cs -1%, TRb SRC2 PPI -6%, HTT ATP protect -8%, RECQ1 helicase -10%, Tau fluor counter -10%, Tau FP inhib -3% and Tau ThT inhib -6%.
Screening CCn1c(=O)c(-c2nc3ccccc3[nH]2)c(O)c2ccccc21 returned TR SRC2 fluor cs -4%, TRb SRC2 PPI 8%, HTT ATP protect -66%[inhibitor], RECQ1 helicase 5%, Tau fluor counter -8%, Tau FP inhib -7% and Tau ThT inhib -13%.
For O=C(c1noc2c1CCCCC2)N1CCOCC1 the results were L3MBTL1 inh 8%, TR SRC2 fluor cs 0%, TRb SRC2 PPI 1%, HTT ATP protect 12%, RECQ1 helicase -6%, Tau fluor counter 2%, Tau FP inhib 1% and Tau ThT inhib -3%.
O=c1oc2c(CN3CCN(CCO)CC3)c(O)ccc2cc1-c1ccccn1 was read as TR SRC2 fluor cs 1%, TRb SRC2 PPI -3%, HTT ATP protect 15%[10 µM], RECQ1 helicase -17%, Tau fluor counter -19%, Tau FP inhib 8% and Tau ThT inhib inconclusive.
`CCCCOC(=O)c1ccc(NC(=O)c2cc(-c3ccccc3)on2)cc1` gave TR SRC2 fluor cs 4%, TRb SRC2 PPI 1%, Tau fluor counter 0%, Tau FP inhib -1% and Tau ThT inhib -10%.
`CCOc1c(C(N)=O)cc([N+](=O)[O-])cc1[N+](=O)[O-]` gave L3MBTL1 inh 6%, TR SRC2 fluor cs -5%, TRb SRC2 PPI 0%, HTT ATP protect 0%[10 µM], RECQ1 helicase -3%, Tau fluor counter -12%, Tau FP inhib -3% and Tau ThT inhib -16%.
Screening CCCC(=O)N1CCN(c2ccc(NC(=O)c3cccs3)cc2)CC1 returned TR SRC2 fluor cs 1%, TRb SRC2 PPI 3%, HTT ATP protect -47%[inhibitor], RECQ1 helicase -17%, Tau fluor counter inconclusive, Tau FP inhib -4% and Tau ThT inhib inconclusive.
Screening COc1ccc(C2=NN(C(=O)CCCC(=O)O)C(c3cccs3)C2)cc1OC (configuration not stated) returned L3MBTL1 inh 5%, TR SRC2 fluor cs 1%, TRb SRC2 PPI -2%, HTT ATP protect 14%[10 µM], RECQ1 helicase -1%, Tau fluor counter -5%, Tau FP inhib 5% and Tau ThT inhib -4%.
Screening Cc1ccccc1Cn1c(CN2CCC(C(=O)NCCN(C)C)CC2)cc2ccccc21 returned TR SRC2 fluor cs -1%, TRb SRC2 PPI 0%, Tau fluor counter -10%, Tau FP inhib 1% and Tau ThT inhib -10%.
`Clc1ccc(-c2cn3c(n2)-c2ccccc2C3)cc1Cl` gave L3MBTL1 inh 3%, TR SRC2 fluor cs 3%, TRb SRC2 PPI -4%, HTT ATP protect -6%[10 µM], RECQ1 helicase -1%, Tau fluor counter -19%, Tau FP inhib -9% and Tau ThT inhib 2%.
Screening CCOc1ccc(OCC)c(NC(=O)CN(C)S(=O)(=O)c2ccc3nc(C)sc3c2)c1 returned L3MBTL1 inh -12%, TR SRC2 fluor cs -1%, TRb SRC2 PPI -2%, RECQ1 helicase -11%, Tau fluor counter inconclusive, Tau FP inhib 4% and Tau ThT inhib inconclusive.

Fetched by structure from above:
Screening CCn1c(=O)c(-c2nc3ccccc3[nH]2)c(O)c2ccccc21 returned TR SRC2 fluor cs -4%, TRb SRC2 PPI 8%, HTT ATP protect -66%[inhibitor], RECQ1 helicase 5%, Tau fluor counter -8%, Tau FP inhib -7% and Tau ThT inhib -13%.
O=c1oc2c(CN3CCN(CCO)CC3)c(O)ccc2cc1-c1ccccn1 was read as TR SRC2 fluor cs 1%, TRb SRC2 PPI -3%, HTT ATP protect 15%[10 µM], RECQ1 helicase -17%, Tau fluor counter -19%, Tau FP inhib 8% and Tau ThT inhib inconclusive.
Screening COc1ccc(C2=NN(C(=O)CCCC(=O)O)C(c3cccs3)C2)cc1OC (configuration not stated) returned L3MBTL1 inh 5%, TR SRC2 fluor cs 1%, TRb SRC2 PPI -2%, HTT ATP protect 14%[10 µM], RECQ1 helicase -1%, Tau fluor counter -5%, Tau FP inhib 5% and Tau ThT inhib -4%.
